# Compound activity: PubChem BioAssay, several laboratories
# MC4R ag barr – agonists of human melanocortin 4 receptor (MC4R) beta-arrestin; P32245; U2OS MC4R beta-arrestin complementation, luminescence; percent of melanotan II response, DMSO zero; activation, % at 8.9 µM; actives 0.98% (n = 360,000);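 active = activation above a per-plate cutoff, the mean activation of sample wells on that plate plus 3 SD, cut at about 8% in these data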
# Cardio protect – myocardial damage modulation in H9c2 cells; H9c2 cardiomyocytes, H2O2 injury protection, ATPLite, 2 h; protection from H2O2 cell death, % at 20 µM; actives 0.63% (n = 360,000);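 active = compounds giving at least 50% protection of heart cells from peroxide-induced death in the single-dose screen, raw or plate-pattern-corrected value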;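 also: 0% = DMSO wells with peroxide and 100% = DMSO wells without peroxide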
# NCOA2 inhibitor – human SRC2 (NCOA2) inhibition. actives 0.17% (n = 370,000). Q15596. inhibition, % at 9 µM. HEK293 GAL4-SRC2 luciferase reporter, luminescence;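 active = inhibition above the mean inhibition of all tested compounds plus 3 SD, set per campaign, cut at about 52% in these data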;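 also: 0% = DMSO treated cells and 100% = cells given Gossypol at 36 µM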
# ABHD5-PLIN5 inh – blocks binding of human ABHD5 to perilipin-5. Q00G26+Q8WTS1. Split G. princeps luciferase complementation, luminescence, 4 h. inhibition, % at 4 µM. actives 0.78% (n = 360,000). AID 602281;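 active = inhibition above the mean inhibition across every tested compound plus 3 SD, cut at about 22% in these data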;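 also: 0% = DMSO only wells and the 100% control is not disclosed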
# TLR9-MyD88 block – blocks human TLR9 binding to MyD88; Q9NR96+Q99836; inhibition, % at 4.98 µM; CHO BLA complementation TLR9-MyD88, CCF4 FRET ratio; actives 0.21% (n = 340,000);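 active = inhibition above the mean over all tested compounds plus 3 SD, cut at about 21% in these data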;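 also: 0% = DMSO only wells and 100% = clavulanate BLA inhibitor control wells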
# NOD2-RIPK2 inh – blocks binding of human NOD2 to RIPK2 | CHO BLA complementation NOD2-RIPK2, CCF4 ratio | inhibition, % at 4.98 µM | actives 0.38% (n = 360,000) | AID 624267; in the data active = inhibition above about 21%;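 also: 0% = vehicle only and 100% = reference blocker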
# m5-HT2A agonist – agonists of mouse serotonin 5-HT2A receptor (HTR2A) | P35363 | CHO-K1 mHTR2A beta-arrestin complementation, luminescence; percent of 30 µM serotonin response | activation, % at 7.6 µM | actives 0.66% (n = 360,000) | AID 624169;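 active = activation above a run cutoff, the mean activation of all tested compounds plus 3 SD, cut at about 14% in these data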;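 also: 0% = plate median of compound wells and 100% = 30 µM serotonin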
# N-glyco inh – blocks N-linked glycosylation in D54 reporter cells; reporter increase, % at 12.5 µM; D54 ERlucT glycosylation luciferase reporter, 24 h; percent of 100 nM tunicamycin response; actives 0.23% (n = 360,000);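 active = mean luciferase reporter signal, scaled so untreated is 0 and the glycosylation-blocking control 100, at or above a set limit in every replicate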;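 also: luciferase carries N-glycosylation sites so blocking glycosylation raises the light; 0% = median of neutral control wells and 100% = median of 100 nM tunicamycin wells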
# MC4R antag cAMP – blocks human MC4R cAMP signaling | P32245 | MC4R-expressing cells, MTII-stimulated cAMP, LANCE TR-FRET | inhibition, % at 6.5 µM | actives 0.48% (n = 360,000);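 active = inhibition above its plate's cutoff, the mean of tested wells on that plate plus 3 SD, cut at about 29% in these data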;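 also: 0% = Melanotan II alone and 100% = Melanotan II plus saturating MCL0020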
#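 system = U2OS cells with stable human MC4R expression | also added = Melanotan II challenge after compound preincubation | dosing = one concentration, 6.5 µM nominal | incubation = compound 30 min, challenge 1 h, detection 1 h | measured by = TR-FRET with Eu-cAMP and labeled anti-cAMP, 671 nm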
# ABCB6 inh 2 – blocks the human ABCB6 transporter. actives 0.19% (n = 360,000). fluorescence ratio to DMSO, % at 10 µM. K562-ABCB6 porphyrin accumulation, flow cytometry, 1 h; stronger effect = lower value. Q9NP58. AID 602162;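 active = fluorescence ratio to DMSO below 75%, the collection mean minus 3 SD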;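 also: signal is porphyrin accumulated inside mitochondria; 100% equals median channel fluorescence of DMSO control wells; lower ratio means ABCB6 inhibition with less porphyrin fluorescence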
# Starred values were filed as active, the others as inactive; . = no result given; & = joins results of further samples. A portion of the library (hit frequency here may not be typical).
SMILES,MC4R ag barr,Cardio protect,NCOA2 inhibitor,ABHD5-PLIN5 inh,TLR9-MyD88 block,NOD2-RIPK2 inh,m5-HT2A agonist,N-glyco inh,MC4R antag cAMP,ABCB6 inh 2
CCOC(=O)Cn1c(=O)oc2cc(S(=O)(=O)NCCc3ccc(C)cc3)ccc21,0.8,-3,-8,-1,-2,-4,-3,0,9,99
Cc1cc(SCC(=O)N/N=C/c2ccc(O)c(O)c2)nc2ccccc12,0.3,40,11,-7,1,-5,-3,-4,1,94
COCCSc1nc2sc3c(c2c(=O)n1-c1ccccc1)CCN(C)C3,1.0,9,.,6,-3,-22,7,1,3,100
C[C@H](NC(=O)c1nc[nH]c1C(=O)NCC(=O)OC(C)(C)C)C(=O)OC(C)(C)C,-2.9,10,-5,-1,6,3,1,1,3,93
CCOC(=O)c1c(C)[nH]c(C(=O)/C(C#N)=C/c2ccc(OCC)cc2)c1C,-0.7,-6,-1,3,-7,-5,-1,2,14,122
Cc1ccc(C2=NN(C(=O)C3CCCO3)C(c3ccco3)C2)cc1 (stereo not given),-2.0,0,12,4,-3,2,1,3,1,95
CC(C)c1ccc(NNC(=O)C2CCC2)cc1,-0.5,0,9,1,-7,1,7,1,7,102
C/C(=N\NC(=O)c1nnn(-c2nonc2N)c1CN1CCCCC1)c1ccccc1O,4.1,63*,7,2,5,-4,3,2,9,97
COc1cc(S(=O)(=O)NC2CCCCC2)ccc1F,-0.5,-1,15,-6,-12,-10,-2,0,0,108
CCN(CC)S(=O)(=O)c1ccc(N2CCOCC2)c(NC(=O)c2ccccc2)c1,-1.0,30,5,3,-21,-5,4,-1,7,96
COc1ccc(CN2C(=O)C(C)Nc3ncnc(N4CCN(c5ccccc5)CC4)c32)cc1 (stereo not given),-3.2,32&7,-23&-14,4&8,-9,3&-3,-21&-16,-3&-1,5,98&99
O=C(Nc1ccc2oc(-c3ccccc3F)nc2c1)c1cncc(Br)c1,-0.7,1,-21,-7,-10,-5,3,-5,-5,95
O=C(CN1CCN(c2ccc(C(F)(F)F)cn2)CC1)NCc1ccc2c(c1)OCO2,-1.4,-5,-9,4,-6,-2,5,-1,2,99
CCNC(=O)CC1C(=O)N(c2ccc(C)cc2)C(=O)N1CCc1sccc1C (stereo not given),-4.8,2,12,-4,4,-8,-1,-1,0,90
Cc1nc(Oc2cccc(Cl)c2)c2oc3ccccc3c2n1,0.9,-6,-13,-1,-10,-9,4,-1,10,91

# Laid out differently: results already given
CCNC(=O)CC1C(=O)N(c2ccc(C)cc2)C(=O)N1CCc1sccc1C (stereo not given)
  MC4R ag barr = -4.8	Cardio protect = 2	NCOA2 inhibitor = 12	ABHD5-PLIN5 inh = -4	TLR9-MyD88 block = 4	NOD2-RIPK2 inh = -8	m5-HT2A agonist = -1	N-glyco inh = -1	MC4R antag cAMP = 0	ABCB6 inh 2 = 90

Cc1nc(Oc2cccc(Cl)c2)c2oc3ccccc3c2n1
  MC4R ag barr = 0.9	Cardio protect = -6	NCOA2 inhibitor = -13	ABHD5-PLIN5 inh = -1	TLR9-MyD88 block = -10	NOD2-RIPK2 inh = -9	m5-HT2A agonist = 4	N-glyco inh = -1	MC4R antag cAMP = 10	ABCB6 inh 2 = 91

# Additional records:
SMILES,MC4R ag barr,Cardio protect,NCOA2 inhibitor,ABHD5-PLIN5 inh,TLR9-MyD88 block,NOD2-RIPK2 inh,m5-HT2A agonist,N-glyco inh,MC4R antag cAMP,ABCB6 inh 2
CCCOc1ccc(NC(=O)CC2C(=O)OCC3CCCCN32)cc1 (stereo not given),-0.8,8,-14,9,-1,2,-7,0,7,101
C[C@]12CC[C@H](O)CC1=CCC1C2CC[C@@]2(C)C1CC[C@@H]2NC(=O)CCC(=O)O (stereo not given in full),-1.0,-2,-23,5,-6,-7,2,2,5,96
Nc1cccc(NP(=O)(c2ccccc2)c2ccccc2)c1,-0.6,-1,18,6,-1,13,-2,-1,5,101
COc1ccc2cc3cc(C(=O)N4CCN(C5CCCCC5)CC4)oc3nc2c1,1.6,-2,.,4,2,0,-8,1,6,92
CC(C)C[C@H]1CN([C@@H](Cc2ccc(O)cc2)CN2CCC[C@H]2CN2C(=O)C(=O)NC[C@@H]2Cc2ccccc2)C(=O)C(=O)N1CCc1ccccc1,.,.,-29,4,.,-3,-5,.,.,97
CCCCN(C(=O)CSCc1c(C)noc1C)c1c(N)n(CCC)c(=O)[nH]c1=O,-0.1,8,-27,1,-5,-15,5,1,6,92
CCOc1cccc(C(=O)Nc2ccc3[nH]ncc3c2)c1,-0.5,-11,-18,-7,7,5,-2,-10,21,101
Clc1ccccc1/C=C/c1nc(-c2cccnc2)no1,0.1,-14,-43,-7,3,-4,-1,-9,3,94
Cc1ccc(S(=O)(=O)N(C)c2ccc(C(=O)Nc3cccc(C)n3)cc2)cc1,-1.5,-4,11,-5,7,-5,-3,-1,8,94
COc1ccc(CCNC(=O)C2CCN(c3nn4c(=O)cc(C)nc4s3)CC2)cc1OC,-1.2,-2,14,1,1,7,-4,3,9,98
O=C(CCCCCNC(=O)c1ccccc1)N/N=C/c1ccccc1,-1.7,-7,12,-2,-3,-5,-5,-1,8,103
CCOc1ccc(C2CC(c3cccc(OC)c3)Nc3nc(N)nn32)cc1 (stereo not given),1.3,-9,9,0,-9,-18,11,-5,-1,99
COc1ccc(Oc2nnc(C)c3ccccc23)cc1,-1.9,-5,-55,5,-1,-1,1,-2,16,94
Cn1nc(C(=O)Nc2nc3ccccc3[nH]2)ccc1=O,-0.7,-1,-42,4,3,-14,-3,-2,9,94
O=C(NCc1ccccc1)N[C@@H](Cc1ccccc1)C(=O)O,0.2,-1,-70,2,1,-1,-2,1,-1,105
CCOC(=O)Nc1ccc2c(c1)N(C(=O)CCN(CC)CC)c1ccccc1S2=O (stereo not given),-1.4,-11,21,23*,2,31*,-1,-14,14,99
Fc1ccccc1NC(=S)NC1CCCC1,-0.8,1,-9,-5,8,2,1,2,-2,103
O=[N+]([O-])c1c(Nc2ccccc2O)ccc2nonc12,-2.8,16,-17,2,-5,-4,-4,0,7,95
CC(C)(C)c1ccc(NC(=O)N2CCCN(c3c(Cl)cncc3Cl)CC2)cc1,-2.5,-2,7,6,-10,-4,6,-3,-1,98
CC1(C)CC(=O)C2=C(C1)Nc1ccccc1NC2c1ccccn1 (stereo not given),-1.8,-2,-15,3,10,0,-2,3,8,101
CN(C(=O)CC1C(=O)NCCN1Cc1ccc2ccccc2c1)C1CCOCC1 (stereo not given),-2.8,2,-22,1,-1,0,7,1,5,93
O=[N+]([O-])c1ccc(-c2nc(NCC3CCCO3)c3ccccc3n2)cc1 (stereo not given),-3.8,-7,-10,0,-5,2,-6,1,9,91
CCCC(O)(CCC)C(=O)NNc1ccc(C)cc1,-2.3,0,12,-1,-2,4,0,3,-2,101
O=C(NCC1CCCO1)/C(=C\c1cccc([N+](=O)[O-])c1)NC(=O)c1ccccc1 (stereo not given),-1.8,0,-5,1,7,1,-1,2,2,97
COc1cc(-c2nn3c(Cc4ccccc4)nnc3s2)cc(OC)c1OC,1.0,26,-3,6,-6,4,3,-4,-14,94
O=c1c2[nH]c3ccccc3c2nc2n1CCS2,-0.9,-5,-11,0,-3,-2,5,7,11,93
O=C(COc1ccccc1Cl)NNC(=O)c1ccc(-n2cncn2)c([N+](=O)[O-])c1,-1.5,8,4,3,-13,1,3,2,2,96
Cc1cccc(NC(=O)NC2CC(=O)N(c3ccc4c(c3)OCCO4)C2)n1 (stereo not given),-0.6,10,1,-3,3,-1,-1,-1,-1,89
O=C(COC(=O)c1ccc(N2CCCC2=O)cc1)Nc1ccccc1,0.1,0,21,4,2,-13,-4,1,1,101
Cc1ccc(C(=O)N(Cc2cccs2)C2CCS(=O)(=O)C2)cc1 (stereo not given),-1.0,7,-23,-6,-14,-5,7,3,0,111
Cc1nnc(SCC(=O)Nc2sc3c(c2C(=O)c2ccccc2)CCCC3)s1,-2.0,-5,32,-8,3,-10,-1,3,-2,99
O=C(CSc1nnc2c(n1)[nH]c1ccccc12)Nc1cccc(S(=O)(=O)N2CCOCC2)c1,-1.6,-6,-7,3,4,-2,1,-1,14,94
CC(NC(=O)Nc1ccccc1)c1ccccc1 (stereo not given),0.4,-3,1,-9,10,-4,7,-1,10,96
NC(=O)Cn1nc(C(F)(F)F)c2c1CCCC2,-1.1,4,-5,2,-1,-10,40*,3,11,102
O=[N+]([O-])/C(C(=C(Cl)Cl)N1CCN(Cc2ccccc2)CC1)=C1\NCCN1Cc1ccc(Cl)nc1,-1.6,4,-2,2,-4,3,1,-3,5,103
COc1cc(C(=O)Nc2ccccc2-c2nnn(CC(N)=O)n2)cc(OC)c1OC,-0.3,1,5,8,5,2,4,4,9,92
CCCCn1c(SCC(N)=O)nnc1-c1ccco1,-0.1,6,7,-5,-3,3,2,-1,6,95
CCCCNC(=O)CNC(=O)c1nn(-c2ccc(OC)c(OC)c2)c(=O)c2ccccc12,-2.2,8,-39,2,7,-4,1,3,0,92
COc1ccc(NC(=S)N2CCN(Cc3ccc(C)cc3)CC2)cc1,-3.7,-12,-14,-5,16,-1,-6,-2,11,98
CC1CCc2c(sc3c2C2=NS(=O)(=O)CCN2C=N3)C1 (stereo not given),2.1,6,-2,14,10,-3,4,0,0,101
CC(=O)C1=CN(CC2CCCCC2)CCC1=O,-2.7,2,0,-2,-10,3,-6,0,19,102
CC(=O)OCC(=O)C1CCC2C3CC=C4CC(O)CCC4(C)C3CCC12C (stereo not given),1.0,-12,-12,6,0,1,0,-4,-2,101
O=C(Nc1nc2ccccc2[nH]1)c1ccc(Cl)cc1,-0.2,-19,-16,1,-6,-4,1,-14,22,98
COc1ccc(C(=O)Nc2nnc(C)s2)cc1S(=O)(=O)N1CCOCC1,-0.3,2,13,6,-8,4,6,5,0,102
CCCc1nc2ccccc2c(=O)n1CCc1ccccc1,2.5,5,33,2,-15,-6,-6,-1,3,96
Cn1c(C23CC4CC(CC(C4)C2)C3)n[nH]c1=S,2.0,5,-8,-3,-8,3,1,-2,4,90
O=C(c1c(F)cccc1F)N1CCN=C1SCc1ccccc1,-3.0,-14,5,-1,3,1,-1,-6,5,102
CC1CCCN(C(=O)COC(=O)COc2ccc(C#N)cc2)C1 (stereo not given),-1.0,3,-28,4,1,-1,9,2,8,99
CCc1ccc2c(CN3CCc4ccccc43)cc(=O)oc2c1,-3.2,-3,2,-2,-5,2,-1,0,-19,88
Cc1ccccc1-n1c(=O)cc(N2CCC3(CC2)OCCO3)[nH]c1=O,-0.2,0,-6,11,-4,-10,2,-1,11,96
CCc1ccc(/C=N/n2c(C3CCCCC3)n[nH]c2=S)cc1,1.6,-4,5,-9,1,-2,1,-3,11,95
CC(NC(=O)C1CCN(S(=O)(=O)N2CCCCCC2)CC1)c1ccccc1 (stereo not given),-1.1,-1,-4,5,-17,-4,-1,1,1,100
Cc1ccc(C(=O)OC(C)C(=O)NC2CCCCC2C)cc1S(=O)(=O)N1CCOCC1 (stereo not given),-0.7,-2,-16,-3,0,-9,-2,2,10,97
